Source: PubChem BioAssay (several laboratories)
Shn3 inh set2: reduction of Shn3 3'UTR firefly luciferase signal, primary screen, Schnurri-3 inhibitor project, cell-based, Clone20 osteoblasts, set 2 | Clone20 osteoblast Shn3 3'UTR firefly luciferase, 24 h | inhibition, % at 12.5 µM | hit rate 0.52% among 360,000 | AID 588674, 2011;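 active = mean inhibition of at least 75% with every replicate also reaching 75%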;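 also: 0% = median of neutral control wells and 100% = pilot-screen positive control compound; some compounds past the cut are filed as inactive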
NR2E3 ag-1: inhibitors of NR2E3-RetCOR corepressor binding, primary screen, NR2E3 agonist project, biochemical, TR-FRET, GST-NR2E3, biotin-RetCOR. 1536-well. inhibition of corepressor binding, % at 4.78 µM. hit rate 0.12% among 320,000. AID 2300, 2010;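 active = percent inhibition above the cutoff of mean plus 3 SD of all tested compounds, set per screening campaign, cut at about 20% in these data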;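 also: 0% = DMSO wells and 100% = biotin wells as full block of FRET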
Target sequence (Q9Y5X4 whole entry, looked up): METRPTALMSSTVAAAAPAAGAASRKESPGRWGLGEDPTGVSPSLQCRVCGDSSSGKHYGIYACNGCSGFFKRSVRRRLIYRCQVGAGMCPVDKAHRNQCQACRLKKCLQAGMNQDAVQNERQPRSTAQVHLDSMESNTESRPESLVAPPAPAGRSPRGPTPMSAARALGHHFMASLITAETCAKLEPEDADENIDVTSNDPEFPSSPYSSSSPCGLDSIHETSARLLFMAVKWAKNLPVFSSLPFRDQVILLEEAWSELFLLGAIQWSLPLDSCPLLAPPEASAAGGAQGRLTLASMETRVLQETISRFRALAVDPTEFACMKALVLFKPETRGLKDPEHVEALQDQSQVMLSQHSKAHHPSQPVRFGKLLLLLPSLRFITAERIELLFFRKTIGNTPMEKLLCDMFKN
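Material: NR2E3–RetCOR corepressor complex | Quantity: 1.35 nM GST-tagged NR2E3 final | Schedule: 5 h at 4 °C | Replication: Singlicate compound wells | Reagent: RetCOR corepressor, biotinylated, 7 nM | Controls: Biotin wells as high control, 0.6% DMSO wells as low control | Signal: TR-FRET, Eu(K)-anti-GST donor, streptavidin-D2 acceptor, ex 340, em 617/671 nm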
Vif inh: HIV Vif self-association inhibitors, primary screen, imaging, HEK293T, single point | HEK293T cells, Vif self-association by quenched fluorescence, 24 h | inhibition, % at 7.49 µM | hit rate 0.35% among 340,000 | AID 602346, 2012; in the data active = inhibition above about 50%, passing the limit was not always enough; also: some results filed as inactive read as strong as hits
NR2E3 ag-2: NR2E3 agonists in two-hybrid cells, primary screen, cell-based, luminescence, CHO-S, Gal4-NCOR/VP16-NR2E3; luciferase; inhibition of corepressor binding, % at 3.98 µM; hit rate 0.35% among 360,000; AID 602229, 2012;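 active = inhibition above the mean of all tested compounds plus 3 SD, cut at about 70% in these data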;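 also: 0% = DMSO with NR2E3 transfected cells and 100% = cells lacking NR2E3 construct; higher means lower luciferase signal from less NR2E3 corepressor binding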
CaV13 ICDI inh: Primary screen for inhibitors of IQ motif and Ca2+-dependent inactivation inhibitor domain binding in CACNA1D, Förster resonance energy transfer in living cells, …. inhibition, % at 12.3 µM. hit rate 0.098% among 340,000. HEK cells, CFP/YFP FRET ICDI-IQ, plate reader, 10 min; percent FRET-ratio fall versus neutral wells;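 active = mean replicate inhibition of at least 30% and at least 1% of replicates passing that level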;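 also: 0% = median of the neutral control wells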
CF NFkB block: inhibitors of PAF-induced NF-kB signaling, primary screen, cell-based, GFP fluorescence, uHTS; KKLEB NF-kB-GFP reporter, GFP fluorescence overnight; inhibition, % at 5 µM; hit rate 0.86% among 360,000;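 active = at least 50% inhibition at 5 µM, scaled per plate between neutral and stimulator controls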;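 also: PAF is a Pseudomonas aeruginosa culture filtrate used as stimulus; plate controls were PAF-stimulated DMSO wells for no effect and unstimulated DMSO wells for full effect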
Peg3 promoter: Peg3 promoter-driven luciferase inhibitors, primary screen, cell-based, HeLa, luciferase luminescence. hit rate 1.7% among 360,000. HeLa PEG-Prom luciferase reporter, overnight. inhibition, % at 20 µM. AID 588405, 2011;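 active = inhibition of at least 50% at 20 µM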
MITF TRPM1 inh: inhibitors of MITF-dependent TRPM1 promoter reporter, primary screen, cell-based, SK-MEL-5, single point, luciferase | hit rate 0.83% among 330,000 | inhibition, % at 12.5 µM | AID 488899, 2010 | SK-MEL-5 TRPM1 promoter luciferase, 24 h;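 active = mean inhibition across replicates of 60% or more, whatever share of single replicates reaches that level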; also: values of inactives mirror those of a sister screen read the other way
PDI turbidity: inhibitors of human PDI, primary screen, biochemical, turbidity, single point, plate reader. Protein disulfide-isomerase (Homo sapiens), P07237. PDI insulin aggregation turbidity, A650, 90 min. inhibition, % at 10 µM. hit rate 0.052% among 350,000;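 active = mean inhibition across replicates of 30% or more, whatever share of single replicates reach that level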;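 also: absorbance from insulin aggregation driven by PDI reduction with DTT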
Target sequence (P07237 whole entry, looked up): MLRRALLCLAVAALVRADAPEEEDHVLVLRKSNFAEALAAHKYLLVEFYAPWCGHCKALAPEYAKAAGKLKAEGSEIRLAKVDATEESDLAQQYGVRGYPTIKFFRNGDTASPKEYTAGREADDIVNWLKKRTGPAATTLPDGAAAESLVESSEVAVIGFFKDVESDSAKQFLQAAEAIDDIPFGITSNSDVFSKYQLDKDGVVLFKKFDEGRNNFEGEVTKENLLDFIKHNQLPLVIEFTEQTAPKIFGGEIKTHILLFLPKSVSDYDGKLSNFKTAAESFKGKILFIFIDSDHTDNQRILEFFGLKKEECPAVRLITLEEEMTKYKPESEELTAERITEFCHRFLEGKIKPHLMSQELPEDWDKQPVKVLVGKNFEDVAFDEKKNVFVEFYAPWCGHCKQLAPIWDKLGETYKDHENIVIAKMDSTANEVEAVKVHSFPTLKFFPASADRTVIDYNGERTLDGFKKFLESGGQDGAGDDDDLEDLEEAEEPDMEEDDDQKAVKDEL
HIF-2a inh: HIF-2a reporter inhibitors, primary screen, luminescence, 786-0 RCC cells. inhibition, % at 18.8 µM. hit rate 0.72% among 360,000. AID 624352, 2012. 786-0 RCC cells HIF-2a reporter, luciferase luminescence, overnight;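 active = inhibition of the luminescence signal of 40% or more relative to plate controls, in a single-dose primary screen at 18.75 µM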
KKLEB tox: cytotoxicity in KKLEB CF airway cells, primary screen, cytotoxicity control for CF NF-kB inhibitor project, cell-based, uHTS, fluorescence assay plates; hit rate 0.36% among 360,000; activity change (cytotoxicity), % at 5 µM; KKLEB CF airway cells viability, ATPlite luminescence, overnight; hits give low values; cells stimulated with P. aeruginosa culture filtrate;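 active = corrected activity change at or below -50% at 5 µM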
Starred values were filed as active, the others as inactive; . = not tested or not shown. Compounds as they come; 3.3% or so of the library scored in one or more.

SMILES	Shn3 inh set2	NR2E3 ag-1	Vif inh	NR2E3 ag-2	CaV13 ICDI inh	CF NFkB block	Peg3 promoter	MITF TRPM1 inh	PDI turbidity	HIF-2a inh	KKLEB tox
O=C(OCCNC(=O)c1cc2ccccc2oc1=O)c1cccnc1	-9	-2	1	-20	-5	-8	14	11	1	4	0
Cc1cccnc1NC(=O)CNC(=O)C1CCCCC1	-14	0	.	2	-2	-3	-3	3	-3	5	1
Cn1c(=O)c2c(ncn2CC(COCc2ccccc2)OCc2ccccc2)n(C)c1=O (stereo not drawn)	17	3	-7	17	4	-4	14	12	12	22	-9
CCCOc1ccc(N2C(=O)CC(N3CCN(S(=O)(=O)c4ccccc4)CC3)C2=O)cc1 (stereo not drawn)	-11	-1	-12	11	-6	9	-2	-1	5	10	-2
O=C(Nc1nnc(-c2ccc(Cl)cc2)o1)c1ccccc1Br	7	1	9	-48	-7	-15	-69	-3	4	-122	10
COc1ccccc1CNc1nc(NC(C)C)nc2cc(-c3ccccc3)sc12	19	.	-14	-4	-5	13	75*	.	-6	-18	4
O=C(Cc1cccs1)NCc1cccnc1	16	0	0	-18	-5	16	-1	5	3	9	-2
COCCn1c(C)cc(C(=O)CSc2nc3ccccc3s2)c1C	26	1	-16	3	-4	-3	-49	9	-6	5	-8
CCOC(=O)c1cc(-c2cc(OC)c(OC)c(OC)c2)nc2c1c(=O)[nH]c(=O)n2Cc1ccccc1	1	1	6	-8	-5	-85	4	-19	-2	9	6
O=C(NC1CC2CCC(C1)N2Cc1nnnn1Cc1ccco1)NC12CC3CC(CC(C3)C1)C2 (stereo not drawn)	-4	8	.	-5	.	2	8	9	19	21	4
NNC(=O)COc1ncn(-c2ccccc2)n1	7	2	5	-11	-5	6	19	-11	8	3	-5
CCCCN(C)C(=O)c1sc(=O)n(Cc2ccc(Cl)c(Cl)c2)c1C	4	.	-4	-14	17	11	16	.	-7	8	-10
CCc1c(Cl)nc(N)nc1Nc1ccccc1C	13	.	-4	-11	-6	5	8	-4	-4	17	9
Fc1ccc2[nH]c3c(N4CCSCC4)ncnc3c2c1	90*	1	-31	63	.	3	19	52	-5	-5	-20
COc1ccc(NC(=O)COC(=O)[C@@H]2CCCN2C(=O)c2cccs2)c(OC)c1	14	-1	-2	2	-9	-14	4	-7	3	18	8
NC(=S)N/N=C1\CC(c2ccc3c(c2)OCCCO3)Oc2ccc(F)cc21 (stereo not drawn)	54	1	-2	-8	8	10	-1	7	-5	-49	-4
CN(C)CCNc1nc2sc3c(c2c(=O)n1-c1ccccc1)CCCCC3	.	-2	-4	7	-4	-14	14	-1	6	7	-7
O=C(Nc1ccccc1)Nc1ccc(Nc2ccccc2)cc1	-33	2	-9	-58	-5	-13	-197	.	6	-211	10
CC(C)C[C@H](NC(=O)C1CC(=O)N(c2ccc3c(c2)OCO3)C1)C(=O)NC1CCCC1 (stereo partly drawn)	8	0	1	-18	-1	-10	2	2	4	1	-6
O=C(CCCNC(=O)c1ccc(Cl)cc1)Nc1ccc(Br)cc1	-11	7	-4	1	-3	-1	3	.	-4	-26	-7
Nc1[nH]c(=O)[nH]c(=O)c1N=Nc1ccc(C(=O)O)cc1	-19	.	-5	-24	-5	-7	13	6	1	14	7
N#Cc1ccc(-c2cccc3nccn23)cc1	13	.	.	-14	-7	-12	-9	.	7	3	10
Cc1c(Br)c([N+](=O)[O-])nn1C(C)C(=O)Nc1c(C)n(C)n(-c2ccccc2)c1=O (stereo not drawn)	12	0	6	1	.	-4	-1	5	-4	8	8
COc1ccccc1CNC(=O)CCS(=O)(=O)c1ccc2c(c1)CCCN2C(C)=O	18	5	-11	-10	-2	-2	20	11	-1	12	8
COc1cc(/C=N/NC(=O)CCNC(=O)c2ccccc2Cl)ccc1O	3	2	-3	-16	0	12	12	-1	-2	7	-4

Records listed so far marked active in Peg3 promoter:
smiles | Shn3 inh set2 | NR2E3 ag-1 | Vif inh | NR2E3 ag-2 | CaV13 ICDI inh | CF NFkB block | Peg3 promoter | MITF TRPM1 inh | PDI turbidity | HIF-2a inh
COc1ccccc1CNc1nc(NC(C)C)nc2cc(-c3ccccc3)sc12 | 19 | . | -14 | -4 | -5 | 13 | 75* | . | -6 | -18

(listing goes on)
SMILES	Shn3 inh set2	NR2E3 ag-1	Vif inh	NR2E3 ag-2	CaV13 ICDI inh	CF NFkB block	Peg3 promoter	MITF TRPM1 inh	PDI turbidity	HIF-2a inh	KKLEB tox
CCSc1nsc(NC(=O)Nc2ccccc2F)n1	10	-6	-11	-175	-19	-8	-217	-14	6	-343	-20
CC(NC(=O)NC12CC3CC(CC(C3)C1)C2)C1CCCO1 (stereo not drawn)	8	2	0	-2	-6	4	2	-8	-1	10	0
CS(=O)(=O)c1cc(C(=O)O)cc(NCc2ccccc2)c1Oc1ccccc1	-5	.	10	-14	-18	9	-5	.	-6	-3	8
COc1ccc(-c2cc3nc(C)cc(N4CC(C)CC(C)C4)n3n2)cc1 (stereo not drawn)	11	2	-7	-3	.	-4	-6	3	-19	-17	11
C/C(CC(=O)Nc1cccc(Cl)c1C)=N\NC(=O)C(=O)NCC(C)C	5	2	0	9	-6	18	5	8	-7	8	-3
CSc1nnc(C)c(=O)n1COC(=O)COc1ccc2ccccc2c1	11	0	-6	4	-5	0	17	3	-5	14	10
CN(CC(=O)Nc1ccc(C#N)cc1)Cc1ccc(Cl)cc1Cl	6	-3	-2	-11	-6	-19	-20	14	-4	19	-8
CC(C)NC(=O)N(C)C[C@H]1OCCCC[C@H](C)Oc2ccc(NC(=O)NC3CCCCC3)cc2C(=O)N([C@H](C)CO)C[C@@H]1C	-9	.	13	-32	-2	-4	13	.	-3	14	-13
COc1ccc(N(Cc2ccc(N(C)C)cc2)C(=O)c2ccc(S(C)(=O)=O)cc2)cc1	2	0	-5	-29	-3	15	-17	-12	-15	-5	-8
CNC[C@@H]1OCc2ccccc2-c2ccccc2C(=O)N([C@@H](C)CO)C[C@@H]1C	-6	.	7	5	-7	-21	-3	.	3	13	3
C=Cc1cccc(NC(=O)COc2ccccc2)c1	-52	-2	5	-20	-5	-10	-120	-24	-1	-162	10
CC(c1ccco1)N(Cc1ccco1)C(=O)Nc1ccccc1 (stereo not drawn)	0	2	4	2	.	-10	5	-2	-4	2	0
CCOc1cc(CNCc2ccccn2)ccc1OCC(=O)NC(C)(C)C	29	4	4	5	-10	0	12	-8	4	5	14
Nc1nc(SCC(=O)Nc2ccc(OC(F)(F)F)cc2)[nH]c(=O)c1NC(=O)c1ccc(Br)o1	7	5	.	-12	-3	10	-8	-7	-1	5	3
Cc1ccc2cccc(S(=O)(=O)N3CCN(c4ccccc4F)CC3)c2n1	18	-1	7	-15	-4	4	16	7	-4	-8	-9
COc1ccc(NC(=O)c2cc(C(=O)Nc3ccc(OC)cc3OC)cc([N+](=O)[O-])c2)c(OC)c1	21	1	16	-3	-6	-12	15	14	8	12	18
CC(OC(=O)c1ccc(O)cc1)C(=O)Nc1ccc(Oc2ccccc2)cc1 (stereo not drawn)	13	.	-4	14	-2	17	20	4	7	-15	-19
O=c1c2ccccc2cnn1Cc1n[nH]c(=S)n1-c1ccccc1Cl	-16	0	0	21	-15	2	18	5	29	5	3
O=C(Cn1nnc(-c2ccccc2)n1)NCc1ccco1	-8	1	15	-4	.	8	-6	-8	-2	8	-7
C=CCn1c(CNC(=O)c2ccco2)nnc1SCC(=O)Nc1cccc(Br)c1	-12	-2	0	-5	-5	-1	7	11	-3	8	7
COc1cc(/C=N/NC(=O)c2ccccn2)ccc1OC(=O)c1cccs1	-28	4	1	-92	-6	-15	-117	-40	15	-144	13
CC1CCc2c(sc3[nH]c(=S)n(C)c(=O)c23)C1 (stereo not drawn)	-7	2	-12	-4	-17	1	-3	.	-19	-99	5
CC(=O)Nc1ccc(NC(=O)C(=O)NCC(c2ccco2)N2CCc3ccccc32)cc1 (stereo not drawn)	21	0	10	20	-5	2	12	40	-10	7	6
CN1CCN(CCOc2ccc(Cl)c(Cl)c2)CC1	-6	1	8	-8	-2	7	-16	-11	-18	-24	3
COc1ccc(OC(C)C(=O)Nc2ccc([N+](=O)[O-])cc2)cc1 (stereo not drawn)	26	4	4	6	-3	-30	21	12	-1	12	-4
SMILES	Shn3 inh set2	NR2E3 ag-1	Vif inh	NR2E3 ag-2	CaV13 ICDI inh	CF NFkB block	Peg3 promoter	MITF TRPM1 inh	PDI turbidity	HIF-2a inh	KKLEB tox
Cc1nc2ccc(S(=O)(=O)NC(CC(C)C)C(=O)O)cc2s1 (stereo not drawn)	-4	3	30	-4	-5	3	1	14	-1	11	-3
COc1nc(OCCNC(=O)Nc2ccccc2)nc(N(C)C)n1	-8	6	-13	3	-6	-3	-8	-9	-1	-18	-5
Cn1cc(/C=N/NC(=O)c2cc3cc(Br)ccc3o2)c2ccccc21	-18	-2	4	-1	-20	40	19	.	6	16	-29
CC(=O)N1CCN(C(=O)CNC(=O)c2ccc(C)s2)CC1	-5	.	0	1	-6	11	-11	-1	-4	17	-10
Cc1ccc(S(=O)(=O)CC(O)CN2CCCC2=O)cc1 (stereo not drawn)	9	2	-3	6	-5	-4	8	-1	5	12	3
CC1CCCN(CC(=O)Nc2ccc(S(=O)(=O)N3CCCC3)cc2)C1 (stereo not drawn)	-2	3	-7	-3	-4	-5	10	-4	0	16	4
Cc1ccc(S(=O)(=O)N(C)c2c(C)ccc(S(=O)(=O)Nc3ccncc3)c2C)cc1	2	2	2	-13	-3	9	-6	10	1	8	-11
Cc1ccccc1NC(=S)NC(=O)COc1ccccc1C	-21	3	6	-49	-7	-5	-25	1	-1	-58	1
Fc1cccc(CSc2ncnc3c2oc2ccccc23)c1	-6	3	-24	-9	-6	-1	-2	-6	-7	-66	-1
O=C(CCl)N1CCCC1c1ccc2c(c1)OCCO2 (stereo not drawn)	-8	0	20	-14	-8	27	40	90*	5	23	-15
CC(=O)N1CCN(c2ccc(NC(=O)c3ccco3)cc2)CC1	-31	1	20	-79	-18	-11	-109	-20	-6	-120	10
CCOc1ccc(C(=O)N[C@H](C(=O)NNC(=O)c2cccs2)C(C)C)cc1	5	.	1	-53	-5	-10	-7	-9	5	-12	7
CCOC(=O)C(CCCCCOc1ccc([N+](=O)[O-])cc1)C(=O)OCC	36	2	-16	5	-12	1	14	19	-13	-1	12
